Bioassay records as filed in PubChem.
MEKK2wt PB1 HTS: modulators of MEK5 binding to wildtype MEKK2, primary screen, biochemical, multiplex bead flow cytometry, Alexa488-MEK5 | Alexa488-MEK5 binding to MEKK2 WT; actives lie on both sides | binding response (% of control), % at 10 µM | hit rate 1.1% among 290,000 | AID 1531, 2009; in the data active = binding response below about 67% or above about 130%
MEKK3 PB1 HTS: modulators of MEKK3-MEK5 PB1 binding, primary screen, biochemical, wildtype MEKK3, multiplex bead flow cytometry, Alexa488-MEK5. binding response (% of control), % at 10 µM. Mitogen-activated protein kinase kinase kinase 3 (Homo sapiens), Q99759. hit rate 1.4% among 290,000. bead-based flow cytometry, Alexa488-MEK5 binding to MEKK3; actives lie on both sides; 0 = blocked by unlabeled MEK5, 100 = vehicle;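 active = binding response more than 3 SD above or below the average of its plate-row segment, actives on both sides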;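 note: Alexa488 bead fluorescence after subtracting the streptavidin-only scavenger bead signal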
Target sequence (Q99759 whole entry, looked up): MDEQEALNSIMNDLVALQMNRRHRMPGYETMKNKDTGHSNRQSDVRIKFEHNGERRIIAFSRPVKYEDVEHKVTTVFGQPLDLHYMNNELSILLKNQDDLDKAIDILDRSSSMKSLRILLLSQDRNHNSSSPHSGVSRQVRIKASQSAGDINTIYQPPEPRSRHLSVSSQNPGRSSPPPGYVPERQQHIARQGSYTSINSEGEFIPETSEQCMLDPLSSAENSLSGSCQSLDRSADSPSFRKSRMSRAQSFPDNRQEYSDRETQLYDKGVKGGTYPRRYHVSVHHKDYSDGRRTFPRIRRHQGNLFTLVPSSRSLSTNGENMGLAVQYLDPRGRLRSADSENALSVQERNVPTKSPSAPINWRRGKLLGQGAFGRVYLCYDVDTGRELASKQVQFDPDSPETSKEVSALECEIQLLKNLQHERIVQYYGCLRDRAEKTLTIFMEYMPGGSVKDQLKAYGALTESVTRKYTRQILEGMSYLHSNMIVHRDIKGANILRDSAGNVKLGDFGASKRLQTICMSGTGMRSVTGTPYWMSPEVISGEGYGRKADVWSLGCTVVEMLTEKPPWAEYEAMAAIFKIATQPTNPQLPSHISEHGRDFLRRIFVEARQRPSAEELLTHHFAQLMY
MEKK2mut PB1 HTS: MEK5 binding signal on mutant MEKK2 PB1, primary screen, biochemical, multiplex bead flow cytometry, Alexa488-MEK5; hit rate 0.35% among 290,000; percent response, % at 10 µM; AID 1530, 2009; Alexa488-MEK5 binding to MEKK2 mutant; in the data active = percent response above about 24%, passing the limit was not always enough; note: inactives centre near 1; some results filed as inactive read as strong as hits; reference of the scale not given here
GalR3 antagonist: GalR3 antagonists in HEK293 cells, primary screen, cell-based, fluorescence readout; inhibition, % at 3 µM; HEK293 GalR3-CNG cAMP membrane potential fluorescence; galR3 body fused to GalR1 C-terminus; hit rate 0.44% among 360,000; Galanin receptor type 3 (Homo sapiens), O60755; AID 651719, 2012;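 active = inhibition above the screen-wide average plus 3 SD, cut at about 13% in these data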;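 note: forskolin and galanin both at EC90 stimulate the cells; cAMP rise reported by CNG channel membrane potential dye signal; 0% = forskolin plus galanin with DMSO and 100% = forskolin alone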
V1aR counter: agonists of human V1a receptor, primary screen, counter-screen for OXTR agonist project, fluorescence, CHO-V1R cells. Fluo-8 calcium fluorescence, agonist mode; 0% DMSO, 100% 3 nM vasopressin. AID 2797, 2010. Vasopressin V1a receptor (Homo sapiens), P37288. hit rate 0.25% among 320,000. activation, % at 3 µM;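 active = activation above the mean activation of all tested compounds plus 3 SD, per screening run, cut at about 20% in these data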;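 note: signal is peak over basal fluorescence ratio across a 100 second FLIPR read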
Target sequence (P37288 whole entry, looked up): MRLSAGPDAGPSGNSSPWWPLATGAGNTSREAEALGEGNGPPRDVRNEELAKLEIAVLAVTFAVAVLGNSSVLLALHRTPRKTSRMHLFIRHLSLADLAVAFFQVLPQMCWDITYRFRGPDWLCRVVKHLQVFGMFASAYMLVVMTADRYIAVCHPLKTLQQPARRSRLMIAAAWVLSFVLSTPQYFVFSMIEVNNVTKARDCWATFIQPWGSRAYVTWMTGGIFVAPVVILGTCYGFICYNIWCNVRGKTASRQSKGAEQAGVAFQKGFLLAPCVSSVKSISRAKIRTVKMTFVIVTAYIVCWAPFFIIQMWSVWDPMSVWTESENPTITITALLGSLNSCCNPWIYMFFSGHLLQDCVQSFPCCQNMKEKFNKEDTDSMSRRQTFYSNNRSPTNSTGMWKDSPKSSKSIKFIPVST
PHOSPHO1 block: PubChem AID 1565 | inhibition, % at 13.3 µM | recombinant PHOSPHO1, absorbance phosphatase assay | hit rate 1.1% among 290,000; in the data active = inhibition above about 60%
GPR7 antagonist: GPR7 receptor antagonists, primary screen, cell-based, fluorescence, single concentration; Neuropeptides B/W receptor type 1 (Homo sapiens), P48145; GPR7-expressing cells, fluorescence antagonist assay; inhibition, % at 4.4 µM; hit rate 1.1% among 290,000; in the data active = inhibition above about 16%, passing the limit was not always enough;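 note: cells stimulated with the agonist NPW; 0% = agonist with vehicle and 100% = vehicle without agonist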
OXTR ag: human OXTR agonists, primary screen, fluorescence, CHO-OTR cells, Fluo-8 calcium | Oxytocin receptor (Homo sapiens), P30559 | Fluo-8 calcium fluorescence; normalized: DMSO 0%, oxytocin 100% | activation, % at 3 µM | hit rate 0.32% among 320,000;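 active = activation above the mean of all tested compounds plus 3 SD, cutoff set per screening run, cut at about 20% in these data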;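 note: peak over basal fluorescence ratio from a 100 s FLIPR kinetic read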
NALP1 inh: NALP1 inflammasome inhibitors in reconstituted yeast, colorimetric, S. cerevisiae, triplicate retest. S. cerevisiae NALP1/ASC/caspase-1 growth, X-gal OD620, 72 h. inhibition, % at 10 µM. hit rate 0.61% among 280,000; in the data active = inhibition mostly above about 24%, no sharp cut-off; inactive = mostly below about 32%; note: some compounds called inactive have numbers as strong as hits
Active calls of the source: *; x = no result given; & = joins results of further samples; [ ] = dose if it differs, or a comment.

The line under a structure holds: OXTR ag	PHOSPHO1 block	NALP1 inh	V1aR counter	MEKK3 PB1 HTS	GPR7 antagonist	MEKK2mut PB1 HTS	GalR3 antagonist	MEKK2wt PB1 HTS
CC(=O)c1ccc(N2CCN(C(=O)c3n[nH]c4ccccc34)CC2)cc1
 : 9.4	27	22	6.1	105	-6	1	-2	106
CCOc1ncccc1C(=O)OCC(=O)Nc1cc(S(=O)(=O)N(CC)CC)ccc1C
 : 1.3	-4	-7	0.6	97	-18	-6	-1	91
CC(=O)N(CCCCl)C(C#N)c1ccccc1 (configuration not stated)
 : -0.3	-5	13	0.8	99	-7	-3	-3	97
CCn1c(CNc2ccc(F)cc2)nnc1SCC(=O)Nc1ccc(OC)cc1
 : 0.6	3	4	-0.1	111	1	6	-5	103
CCn1nnnc1-c1ccc(OC)c(S(=O)(=O)NCCc2ccccc2)c1
 : 0.1	20	-7	0.4	45*[inhibitor]	5	1	-2	101
Cn1cnc([N+](=O)[O-])c1NC(C)(C)C
 : 1.8	0	31	1.0	104	-5	3	4	105
Cc1nn(Cc2ccccc2)c2c1C(c1ccc(Cl)cc1)C(C#N)=C(N)O2 (configuration not stated)
 : -1.4	-26	-1	0.0	107	-4	4	-1	104
COc1ccc(OCCCC(=O)Nc2cccc([N+](=O)[O-])c2)cc1
 : 6.9	11	33	7.2	123	5	0	-4	101
Cc1cccc(C(=O)Nc2sc3c(c2C(=O)O)CCCC3)c1
 : -1.0	18	15	1.1	106	5	2	-13	105
c1cc(Nc2ncnc3sccc23)cc(-c2nnc3n2CCCCC3)c1
 : -1.5	-8	-8	-0.3	-1.0*[inhibitor]	-8	-17	-1	-1.0*[inhibitor]
Cc1ccc(C)c(Cn2ncc3ccccc32)c1
 : -1.0	38	-6	-1.0	100	-19	4	-10	102
COc1ccc(-c2noc(CSc3nc(N)cc(=O)[nH]3)n2)cc1
 : 8.4	33	x	5.7	80	-1	-8	-4	80
COc1cc(O)c(C(CCN2CCCC2)c2ccc3c(c2)OCO3)c(OC)c1 (configuration not stated)
 : 1.8	9	4	0.2	106	x	4	-4	94
CCOC(=O)c1sc(NC(=O)CCN2C(=O)c3cccc([N+](=O)[O-])c3C2=O)c(C(=O)OCC)c1C
 : 0.7	7	31	-0.8	104	7	4	-3	103
CC(=O)c1cc2c(cc1NC(=O)c1ccc(C)cc1)OCO2
 : 0.9	6	25	1.2	121	-7	0	x	105
COC(=O)Nc1ccc(S(=O)(=O)N2CCC(C(=O)N(C)C3CCCCC3)CC2)cc1
 : -0.3	-29	-4	0.5	100	-7	-1	-3	101
Cc1cc(C)c(S(C)(=O)=O)c(S(=O)c2ccc(Cl)cc2)n1 (configuration not stated)
 : 1.3	2	-9	0.2	104	1	11	-2	104
COC(=O)c1cc(S(=O)(=O)N2CCOCC2)c(Cl)cc1N1CCOCC1
 : 0.6	-4	0	0.3	95	-6	-4	-3	94
CCCCOc1ccc(S(=O)(=O)Nc2cc(OC)ccc2OC)cc1
 : 2.5	-6	x	2.3	106	10	4	-9	105
O=C(CCC(=O)N(CC(=O)NC1CCCCC1)Cc1ccccc1)Nc1ccccn1
 : 0.4	2	5	1.2	99	0	-4	-7	92

One compound at a time, as listed above. Values in the order: OXTR ag | PHOSPHO1 block | NALP1 inh | V1aR counter | MEKK3 PB1 HTS | GPR7 antagonist | MEKK2mut PB1 HTS | GalR3 antagonist | MEKK2wt PB1 HTS
`Cc1cc(C)c(S(C)(=O)=O)c(S(=O)c2ccc(Cl)cc2)n1` (configuration not stated) reads 1.3 | 2 | -9 | 0.2 | 104 | 1 | 11 | -2 | 104
`CCOc1ncccc1C(=O)OCC(=O)Nc1cc(S(=O)(=O)N(CC)CC)ccc1C` reads 1.3 | -4 | -7 | 0.6 | 97 | -18 | -6 | -1 | 91

The list continues:
The line under a structure holds: OXTR ag	PHOSPHO1 block	NALP1 inh	V1aR counter	MEKK3 PB1 HTS	GPR7 antagonist	MEKK2mut PB1 HTS	GalR3 antagonist	MEKK2wt PB1 HTS
O=C(O)c1ccc(Nc2ccc([N+](=O)[O-])c3nonc23)cc1
 : x	39	3	x	98	1	-3	-3	104
Cc1ccc(Oc2ccccc2/C=C2\SC(=O)N(C)C2=O)cc1
 : -1.7	12	14	0.8	98	2	-5	-6	96
CC(=O)Nc1nnc(CCN2CCCCC2)s1
 : 1.4	25	-18	0.9	102	10	-2	-4	98
CC1CN(C(=O)CCC(=O)NC2CCCCC2)c2ccccc2S1 (configuration not stated)
 : -0.2	2	4	-0.3	99	1	0	-4	100
CCN(CC)S(=O)(=O)c1ccc(N2CCOCC2)c(NC(=O)COc2ccc(Cl)cc2)c1
 : -0.6	34	x	-0.9	99	-6	9	4	101
CC(C)CCC(=O)N1CCC(N2CCC(C(=O)NCc3ccccn3)CC2)CC1
 : 0.1	16	3	0.5	100	6	3	-7	102
COC(=O)/C(C#N)=C1/C=Cc2ccccc2N1
 : -1.1	-17	-3	-0.6	96	1	-2	-7	100
NC(=O)c1ccc(NC(=O)CSc2nnc(-c3cccnc3)n2Cc2ccco2)cc1
 : 0.3	27	9	0.2	99	-8	2	1	101
COc1ccc(/C=C2\SC(=S)N(c3cccnc3)C2=O)cc1
 : 0.8	30	x	0.5	98	-2	3	-1	100
COc1ccc(C)cc1C(=O)C1CC(C(=O)O)C(C)(C)C1C (configuration not stated)
 : 0.5	14	-7	0.4	104	4	4	1	105
Cc1c(C(=O)Nc2ccc(F)cc2)oc2ccc(S(=O)(=O)N3CCCC3)cc12
 : 1.1	11	27	2.1	107	-4	-2	3	103
COc1ccc(CNc2oc(Cc3cccc4ccccc34)nc2C#N)cc1
 : -1.9	-6	24	-0.8	100	6	5	-3	98
O=C(CCCc1c[nH]c2ccccc12)NCc1ccccc1C(F)(F)F
 : -0.7	x	9	2.2	102	0	4	-6	107
O=C(NCc1cccs1)c1csc2c1CCCCC2
 : -1.0	7	18	-0.5	104	-6	5	-5	101
Cc1cc(C(=O)N2CCCC(C(=O)c3ccc4ccccc4c3)C2)nn1C (configuration not stated)
 : -0.3	48	-4	2.6	99	-10	-1	-6	99
O=C(NCc1cccc(F)c1)c1noc2c1CCCC2
 : -1.2	-34	30	-0.9	111	-11	7	-1	113
COc1ccc(N2CCN(c3ccc(NC(=O)C4CCCCC4)cc3C#N)CC2)cc1
 : 0.3	6	21	0.3	102	-1	2	-2	101
Cc1cccc(S(=O)Cc2ccc(C(=O)NC3CCN(Cc4ccccc4)CC3)o2)c1 (configuration not stated)
 : 0.1	42	-22	0.1	102	0	6	-5	107
CCOC(=O)c1c(NC(=O)c2nn(CC)cc2Br)sc2c1CCCCC2
 : 0.0	13	2	0.3	104	2	-3	-7	100
CN1CCCN(C(=O)CC2(CC(=O)O)CCCC2)CC1
 : 0.6	-2	-10	0.1	89	-2	-1	-5	96
Cc1ccc(OCc2ccc([N+](=O)[O-])cc2)c([N+](=O)[O-])n1
 : 1.4	20	-14	3.8	103	8	11	-2	103
OCC1(Cc2cccc(C(F)(F)F)c2)CCN(Cc2cc3ccccc3o2)CC1
 : 2.7	23	14	3.7	106	-2	8	-5	122
O=C(NC1CCC(C(=O)O)CC1)OCc1ccccc1 (configuration not stated)
 : 0.4&1.3	4&22	-3&-1	0.3&1.5	91&106	-8&-3	-5&7	-1&3&-7	91&106
CCN(CC)S(=O)(=O)c1ccc(N2CCOCC2)c(NS(=O)(=O)c2ccc(OC)cc2)c1
 : 0.5	9	x	0.0	103	-1	4	-4	106
CC(Oc1ccc2oc(-c3ccccc3)c(C(=O)O)c2c1)C(=O)O (configuration not stated)
 : 0.8	-7	x	3.1	105	-3	0	-4	102
Cc1nc2nc(-c3ccco3)[nH]n2c(=O)c1C
 : 0.3	0	16	0.4	97	-9	0	-7	98
COc1cc(SC)ccc1C(=O)Nc1cc(C)c(OCC(=O)N2CCOCC2)c(C)c1
 : 1.4	-7	-3	0.4	103	3	0	6	106
CCOc1cc(C(=S)N2CCCC2)ccc1OCC(=O)Nc1c(C)cc(C)cc1C
 : -1.1	15	13	6.1	107	1	1	-3	103
NC(=O)[C@@H]1CCCN1Cc1nc(-c2cccs2)no1
 : 1.4	31	16	0.6	107	-6	8	-8	113
O=C(O)c1cccc(NC(=S)N/N=C/c2ccccc2OCc2cccc(Br)c2)c1
 : x	-6	0	x	120	8	-1	-6	108
CN1CCN(C(=O)c2cc3ccccc3oc2=O)CC1
 : 0.4	25	22	1.4	108	-2	7	-1	109
O=C(CCc1nnc(COc2ccccc2)o1)NCCc1cccs1
 : 0.7	54	10	0.3	102	-19	8	-5	100
O=C(C1CCCCC1)N1CCN(c2ccccc2F)CC1
 : -1.8	-61	6	-0.6	101	-6	2	-2	105
CCOc1ccc2nc(NC(=O)Nc3cccs3)sc2c1
 : 4.6	-11	33	3.8	111	-13	11	-2	101
COc1ccccc1CC(NC(C)=O)C(=O)NC1CCN(C(=O)Nc2ccccc2Cl)CC1 (configuration not stated)
 : 0.4	43	10	-0.7	91	-8	-7	-2	99
O=C(NCc1ccc(Cl)cc1)C1CCC(=O)N(C2CCCCCC2)C1 (configuration not stated)
 : -0.6	23	22	-0.8	109	11	7	-4	110
CC(=O)NCCCc1nc2ccccc2n1Cc1c(F)cccc1Cl
 : 0.5	32	18	0.3	82	3	-10	0	82
O=C(Cn1cnc2ccccc2c1=O)c1ccc(Cl)cc1
 : x	31	-2	x	100	6	0	-2	98
Cc1ccccc1C(=O)NCCCCc1ccccc1
 : -2.0	-3	44	-0.8	100	0	-1	0	101
O=[N+]([O-])c1ccccc1-c1ccc(C(=S)N2CCCCC2)o1
 : -2.4	-120	5	-0.3	100	-10	-4	-7	97
Cc1ccc(N2C(=O)C(O)(C(F)(F)F)C3=C2CC(C)(C)CC3=O)cc1 (configuration not stated)
 : -1.1	19	3	0.9	89	-8	0	-6	101
Cc1ccc(NC(=O)Cn2nnc(C(=O)NCc3cccs3)c2N)cc1Cl
 : 0.4	48	30	1.0	104	-8	4	1	104
CCCC1OC23CCCCC2C(C#N)(C#N)C1(C#N)C(=N)O3 (configuration not stated)
 : 1.7	0	34	1.0	105	4	-2	-9	100
CN1CCc2cc3c(c4c2C1CC41CCC(=NO)CC1)OCO3 (configuration not stated)
 : 0.2	-9	31	0.2	108	4	7	-2	105
COc1ccc(CN2CN(c3ccc(Cl)cc3)C(=O)N(n3cnnc3)C2)cc1
 : 0.4	32	8	0.6	87	-6	-7	-2	92
Cc1ccc(C(C(=O)NCC2CCCO2)N(C(=O)c2snc(C(N)=O)c2N)c2ccccc2F)o1 (configuration not stated)
 : 3.8	28	-9	2.5	100	-5	7	-9	100
Cc1cccc(N(CC(=O)Nc2ccc(-c3nc4ccc(C)cc4s3)cc2)S(C)(=O)=O)c1
 : 1.0	18	4	-0.1	88	-1	-4	-1	96
CCc1ccc(OCC(=O)Nc2ccc(-c3nc4ccccc4o3)c(O)c2)cc1
 : -0.4	29	-2	0.8	104	-8	9	1	103
CSc1ccccc1NC(=O)CN1CCCCC1
 : -1.7	48	11	-0.1	104	-2	-2	-7	99
